# Assay outcomes deposited in PubChem BioAssay by Sanford-Burnham Center for Chemical Genomics.
# hIAP act = human IAP activation. P09923. activation factor at 10 µM. hit rate 0.16% among 330,000. purified human IAP, CDP-Star luminescence, 30 min; stronger effect = higher value; 1 = vehicle-only enzyme, 0 = enzyme-free background;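 active means activation factor of the enzyme at least 2-fold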; further: the source names both 10 and 20 µM as test concentration; values of inactives mirror those of a sister screen read the other way
# mIAP activ = increases mouse intestinal alkaline phosphatase activity. muIAP, CDP-Star luminescence, 30 min; stronger effect = higher value; 1 = vehicle-only enzyme signal, 0 = enzyme-free wells. hit rate 0.24% among 330,000. activation factor at 10 µM;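 active means activation factor of at least 2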; further: the source names both 10 and 20 µM as test concentration; values of inactives mirror those of a sister screen read the other way
#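 Assay system: mouse IAP enzyme; Reagent: CDP-Star chemiluminescent phosphatase substrate; Compound: DMSO-dissolved test compounds; Incubation: 30 min, room temperature; Technique: luminescence from enzymatic CDP-Star hydrolysis; Controls: DMSO-only wells and no-enzyme negative control.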
# APOBEC3G inh = blocks human APOBEC3G single-stranded DNA deamination | Q9HC16 | recombinant A3G, ssDNA deamination FAM/TAMRA fluorescence | inhibition, % at 20 µM | hit rate 0.28% among 330,000;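 active means inhibition of at least 40% at 20 µM, with no more than 30% in the related APOBEC3A deaminase screen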;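 further: plate controls were DMSO wells with A3G for no effect and wells lacking A3G enzyme for full effect; some compounds called inactive have numbers as strong as hits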
# Target sequence (Q9HC16 whole entry, looked up): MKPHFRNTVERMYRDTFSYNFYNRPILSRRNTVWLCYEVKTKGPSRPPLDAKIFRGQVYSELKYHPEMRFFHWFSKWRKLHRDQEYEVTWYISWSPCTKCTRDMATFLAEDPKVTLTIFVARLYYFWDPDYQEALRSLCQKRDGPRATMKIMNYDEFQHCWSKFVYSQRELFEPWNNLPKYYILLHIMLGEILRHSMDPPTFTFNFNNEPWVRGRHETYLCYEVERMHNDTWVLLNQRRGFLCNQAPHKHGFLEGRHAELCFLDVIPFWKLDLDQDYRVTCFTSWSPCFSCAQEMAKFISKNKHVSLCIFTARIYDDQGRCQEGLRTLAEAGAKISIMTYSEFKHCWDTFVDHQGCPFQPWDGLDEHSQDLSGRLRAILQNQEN
# beta cell repl = induces beta-cell replication in MIN6 cells; AID 2380; proliferation, % at 10 µM; MIN6 cells proliferation, ATPlite luminescence, 48 h; cells starved in 0.2% serum; 100% = growth in 10% serum; hit rate 0.29% among 330,000;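 active means compounds whose signal lies at least 3.5 SD above the mean of all wells on their plate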;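 further: 0% = DMSO-treated cells in low-serum medium and 100% = 10% serum control; some compounds called inactive have numbers as strong as hits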
# NR3A LBD binder = NR3A (human) ligand-binding domain modulation | NR3A LBD differential scanning fluorimetry, Tm shift; 0% = protein alone, 100% = glycine-bound protein | AID 1259313 | hit rate 2.5% among 340,000 | Tm shift relative to glycine control, % at 25 µM;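 active means melting temperature shift of at least 10% of the positive control shift, at one fixed dose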
# A3A deaminase = human APOBEC3A DNA deaminase inhibition; P31941; inhibition, % at 20 µM; recombinant A3A, FAM/TAMRA ssDNA deamination fluorescence; hit rate 0.41% among 330,000;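 active means at least 40% inhibition at 20 µM here, with at most 30% in a related deaminase screen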;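 further: plate controls were A3A with DMSO for no effect and wells lacking A3A enzyme for full effect; some results filed as inactive read as strong as hits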
# Target sequence (P31941 whole entry, looked up): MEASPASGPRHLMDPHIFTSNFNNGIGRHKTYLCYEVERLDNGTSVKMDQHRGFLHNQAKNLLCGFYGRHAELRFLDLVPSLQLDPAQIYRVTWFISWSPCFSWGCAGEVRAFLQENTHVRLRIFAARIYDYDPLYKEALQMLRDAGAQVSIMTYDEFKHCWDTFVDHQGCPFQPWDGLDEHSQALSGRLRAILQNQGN
# MPTP block = inhibitors of mitochondrial permeability transition pore; inhibition, % at 10 µM; AID 602449; isolated mouse mitochondria, Ca2+ swelling absorbance, 30 min; hit rate 1.4% among 360,000;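 active means inhibition of 50% or more, scaled per plate between neutral and stimulator controls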;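 further: 0% = DMSO wells given calcium and 100% = 1 mM EGTA wells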
# mIAP inh = blocks mouse intestinal alkaline phosphatase | hit rate 0.2% among 330,000 | inhibition, % at 10 µM | purified mouse IAP, CDP-Star luminescence, 30 min;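 active means inhibition of at least 40% at 10 µM in the primary screen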;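 further: plate controls were DMSO with enzyme for no effect and no enzyme wells for full effect; values of inactives mirror those of a sister screen read the other way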
# hIAP block = blocks human intestinal alkaline phosphatase. P09923. purified IAP, CDP-Star luminescence, 30 min. inhibition, % at 10 µM. hit rate 0.12% among 330,000. AID 2544;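 active means inhibition reaching a set limit with compound at 10 µM in the primary screen, cut at about 35% in these data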;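 further: plate controls were DMSO wells with enzyme for no effect and no-enzyme buffer wells for full effect; values of inactives mirror those of a sister screen read the other way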
# Starred values were filed as active, the others as inactive.
no.	SMILES	hIAP act	mIAP activ	APOBEC3G inh	beta cell repl	NR3A LBD binder	A3A deaminase	MPTP block	mIAP inh	hIAP block
1	CC1(OC(=O)C2CCCC2)C(=O)C=C2C=C(c3ccsc3)N(Cc3ccc4c(c3)OCO4)C=C2C1=O (stereo unspecified)	0.95	0.8	-5	-6	0	0	-0.2	20	5
2	COc1ccc(-c2nnc(NC(=O)CSc3ccc(C)cc3)s2)cc1OC	0.91	0.99	-5	0	6	-3	-0.4	0	9
3	CNC(=O)C(=O)N/N=C/c1ccc(Br)cc1	0.86	0.91	-12	-1	1	0	-0.6	9	14
4	Cc1cc(C)c2c(=O)n(CC(=O)Nc3cccc(Cl)c3C)sc2n1	1	1.1	72*	-6	3	7	17	-10	-5
5	COc1ccc(-n2c(C)cc(C(=O)COC(=O)c3cc(NC(=O)c4cccs4)c(OC)c(OC)c3)c2C)cc1	0.92	0.91	-3	-3	-2	-2	1.7	10	8
6	N#C/C=C(/N)c1ccc(Br)cc1	0.93	1	3	1	-2	3	-5.9	-3	7
7	CC(C)(C)C(=O)NNC(=O)c1cc(C(C)(C)C)nn1Cc1ccccc1	1.1	1	-3	1	1	-2	1.6	-2	-10
8	NC(=O)c1nsc(C(=O)N(CC(=O)NC2CCCCC2)c2cccc(F)c2)c1N	0.88	0.99	-10	4	7	-3	0.8	1	12
9	CCSc1nc(C2CC2)cc(-c2cccs2)c1C#N	0.93	0.94	-7	-4	-5	-5	1.6	6	7
10	CC(C)c1nc(CNC(=O)C2CCC(=O)N(Cc3ccc(Cl)cc3)C2)no1 (stereo unspecified)	1.5	1	-7	0	1	-2	-0.2	-4	-53
11	Cn1c2c(c(=O)n3ncnc13)CCCC2	0.96	0.97	11	0	-1	2	1.5	3	4
12	CCc1ccc(N2CC(C(=O)OCC(=O)NNC(=O)c3ccccc3)CC2=O)cc1 (stereo unspecified)	0.84	0.94	-6	2	5	-4	-1.1	6	16
13	Cc1ccccc1Nc1nc(N)nc(COC(=O)C(NC(=O)c2ccco2)C(C)C)n1 (stereo unspecified)	0.96	0.98	-1	-2	1	0	0.0	2	4
14	CCCCCCn1c2c(c(=N)c3c1CCC3)CCC2	1.1	1.1	-2	-6	-2	0	3.7	-9	-13
15	CCCN(CCO)Cc1cccc(Oc2ccccc2)c1	0.97	1	3	2	-1	2	0.6	-4	2
16	CCCc1cc(NCCCn2ccnc2)n2nc(C)c(-c3ccccc3)c2n1	1.1	1	-6	0	0	-2	-4.2	-2	-8
17	Cc1cc2cc(CNC(=O)Cc3ccc([N+](=O)[O-])cc3)ccc2n1C	0.98	0.95	-5	0	2	-2	-1.7	5	2
18	O=C(CCC(=O)N(CC(=O)NC1CCCC1)Cc1ccc2c(c1)OCO2)Nc1ccccn1	1	1	-9	-3	1	-4	-1.6	-2	-3
19	CCOC(=O)c1ccc(NS(=O)(=O)c2cnc[nH]2)cc1	0.9	1.1	-1	-1	-1	0	0.1	-10	10
20	Cc1cc(C)n(-c2ccc(C(=O)OCC(=O)NC(c3ccccc3)c3ccccc3)cc2)n1	1	1	-8	-5	-26	-4	-0.1	0	-1
21	O=C(c1cccc(S(=O)(=O)NCc2ccccc2)c1)N1CCN(c2ccccc2)CC1	1	0.99	-4	-3	1	-2	-1.0	1	0
22	COc1ccc(N2CCCn3c2nc2c3c(=O)n(CCc3ccccc3)c(=O)n2C)cc1	1	0.98	-5	-5	5	-4	-5.8	2	-4
23	CC(C(=O)O)N1C(=O)CSC1=S (stereo unspecified)	0.81	1	-2	1	-1	-2	-2.5	-2	19
24	CCCN1C(=O)c2cc(C(=O)Nc3ccccc3OC)ccc2C1Nc1ccccc1OC (stereo unspecified)	0.84	0.93	-3	-1	-1	1	2.3	7	16
25	OCC#Cc1ncc(C(F)(F)F)cc1Cl	1	1.1	-14	-6	0	3	-2.5	-13	-4
26	CCC(=O)NCCSc1c[nH]c2ccccc12	0.98	0.94	-5	-3	0	-6	-1.5	6	2
27	CC(C)(C)C(=O)NNC(=O)C1CC1(c1ccccc1)c1ccccc1 (stereo unspecified)	1.2	0.93	-3	-1	-2	-2	-0.8	7	-24
28	Cc1cccc(C)c1Nc1c(-c2ccsc2)nc2ncccn12	0.93	0.87	-2	4	4	-1	1.5	13	7
29	CCNC(=S)NC1CC2CCCC(C1)N2Cc1ccco1 (stereo unspecified)	0.93	0.99	-8	1	-1	0	-0.4	1	7
30	CC(C)C(NC(=O)OCc1ccccc1)C(=O)NCC(=O)OC(C)(C)C (stereo unspecified)	1.4	1	-7	-2	0	-4	-0.7	-1	-36
31	Cn1c(=O)c(=O)n(C)c2cc(N3CCCC3)c(NS(=O)(=O)c3ccc(Cl)cc3)cc21	1.1	0.95	-4	0	-2	-5	-0.7	5	-15
32	Cc1ccc(C(=O)NC(C)c2ccc3c(c2)OCO3)s1 (stereo unspecified)	1	1	-8	-4	0	-3	-0.7	-5	-1
33	CCOC(=O)c1c(NC(=O)C(NCCN(C)C)c2ccccc2)sc2c1CCCC2 (stereo unspecified)	1.5	0.91	-9	-4	-6	-7	81*	9	-50
34	CCOc1ccccc1Nc1ccc(C(=O)O)cc1[N+](=O)[O-]	1	0.96	-14	-1	0	2	-0.5	4	-4
35	COc1cccc(N2CCN(c3ccc(S(=O)(=O)N4CCN(C)CC4)cc3[N+](=O)[O-])CC2)c1	1	0.92	15	-1	0	2	-1.9	8	-5
36	COc1ccc(O)c(C2(O)C(=O)c3ccccc3C2=O)c1	0.97	1.1	-6	-1	-3	-5	1.3	-12	3
37	Cc1onc(-c2c(F)cccc2Cl)c1C(=O)NCC1COc2ccccc2O1 (stereo unspecified)	1.1	1.1	1	-1	1	2	0.7	-7	-8
38	CCCCSc1nc(C)c(C(C)=O)cc1C#N	0.83	0.91	-5	0	2	-1	2.9	9	17
39	C/C(=N\NC(=S)NCc1ccccc1)c1ccc(Br)cc1	1.2	1	3	-6	-7	-6	4.9	0	-23
40	CCCN(CC(=O)Nc1ccccc1OC)C(=O)c1cnc(Cl)c(Cl)c1	0.95	1	-16	1	-1	-1	-0.3	-2	5
41	CCO[C@@H]1OC(C(=O)N2CCN(Cc3ccccc3)CC2)=C[C@H](c2cn(C(C)=O)c3ccccc23)[C@H]1CCCO	0.93	0.92	-3	-5	12*	-1	0.9	8	7
42	O=C(CCCc1ccccc1)c1ccccc1	0.97	0.95	-5	0	3	1	0.2	5	3
43	COc1ccc(CC2(CO)CCN(CC3=Cc4cc(Cl)ccc4OC3)CC2)cc1	1	0.97	-6	-6	-4	-6	97*	3	0
44	COc1ccc(NS(=O)(=O)c2ccc(C)c(C(=O)N(C)CCc3ccc(OC)c(OC)c3)c2)cc1	0.97	0.95	-8	5	0	-2	-0.4	5	3
45	COc1ccc(-c2nnc(COc3ccc4ccccc4c3)o2)cc1OC	1.1	0.96	-12	-5	-2	-3	7.8	4	-6
46	CCOC(=O)c1csc(N)c1-c1ccc([N+](=O)[O-])cc1	1.1	0.89	-8	-3	-1	-4	3.4	11	-6
47	O=C(COC(=O)c1ccc(S(=O)(=O)N2CCCC2)cc1)Nc1ccc(F)cc1F	1.1	1.1	-8	1	-1	0	-1.1	-10	-6
48	CN(C)C1=NCCN1CCc1ccc(F)cc1	0.83	1	-2	-2	0	-1	-1.1	-3	17
49	CCC(=O)NC(C)C(c1cccs1)N1CCN(Cc2ccccc2)CC1 (stereo unspecified)	0.98	1.1	-9	2	-1	-2	-2.5	-14	2
50	COc1ccccc1-c1nnc(NC(=O)C(C)SC2=NCCS2)s1 (stereo unspecified)	0.92	0.96	-8	10	-13	-4	-0.7	4	8
51	Fc1cccc(Cc2noc(CN3CCCCC3CCc3ccccn3)n2)c1 (stereo unspecified)	1	0.93	-5	-2	-1	0	1.6	7	-2
52	COc1ccc2ccccc2c1/C=N/NC(=O)c1ccc([N+](=O)[O-])cc1	0.86	0.86	-6	-1	1	-6	0.2	14	14
53	Clc1ccc(/C=C/c2ncc3ccccn23)cc1	0.9	0.95	-14	-4	1	2	1.0	5	10
54	Cn1c(SCC(=O)N2CCN(C(=O)c3ccco3)CC2)nnc1-c1ccc(NS(C)(=O)=O)cc1	0.98	1	-4	-2	-2	-1	-2.9	-5	2
55	CCOC(=O)c1nc(NCc2cccc(OC)c2)c2ccccc2n1	1.1	0.99	-1	0	-2	1	1.1	1	-10
56	N#CC1=C(N)Oc2cc(O)ccc2C1c1ccncc1 (stereo unspecified)	0.95	1.1	2	1	1	-1	2.1	-8	5
57	CC(=O)c1cccc(NC(=S)Nc2ccc(F)cc2)c1	1	0.84	2	-5	-4	-1	12	16	-4
58	Cc1cc(C)nc(N2CCCC(C(=O)NCCC3=CCCCC3)C2)n1 (stereo unspecified)	0.81	0.99	-5	6	0	0	1.3	1	19
59	Cc1ccc(S(=O)(=O)N(C)CC(=O)OCC(=O)NCCc2ccc(S(N)(=O)=O)cc2)cc1	1.1	1	-5	-3	0	4	-1.0	-2	-8
60	C=CC[C@@H](Cc1ccc(F)cc1)C(=O)OC[C@@H]1CCCN1C(=O)[C@H](CC=C)CC(=O)N(CCO)Cc1ccccc1	1	0.92	-7	-4	1	0	-1.3	8	-4

# (continued)
no.	SMILES	hIAP act	mIAP activ	APOBEC3G inh	beta cell repl	NR3A LBD binder	A3A deaminase	MPTP block	mIAP inh	hIAP block
61	O=C(Cn1nnc(-c2ccccc2)n1)Nc1ccc2c(c1)OCO2	0.95	1	-2	0	1	0	1.4	-4	5
62	Cc1ccccc1CN1CCN(Cc2ccccc2C(F)(F)F)CC1	0.95	0.99	-8	-3	4	2	0.2	1	5
63	CN(C(=O)COC(=O)c1ccc(=O)n(Cc2ccccc2)n1)c1ccccc1	1	1	-4	1	-2	1	-0.9	-3	0
64	CCOC(=O)N1CCN(C(=O)COC(=O)CSc2ccc([N+](=O)[O-])cc2)CC1	0.99	0.94	-8	1	1	2	-3.0	6	0
65	C#CCSc1n[nH]c(-c2ccco2)n1	0.9	0.99	-5	-2	-4	-1	-0.3	1	10
66	Cc1ccsc1C1C(C(=O)O)c2ccccc2C(=O)N1C (stereo unspecified)	0.94	1.1	3	1	-4	4	-0.3	-8	6
67	O=C1CCCC2=C1C(c1ccco1)Nc1ccc3ccccc3c12 (stereo unspecified)	0.9	0.91	68	0	-5	90	-0.8	10	10
68	COc1cccc(-c2nc(CS(=O)(=O)CC(=O)NCc3ccccc3)c(C)o2)c1	1.1	1.2	-6	0	1	-1	-0.7	-18	-6
69	CCN(CC)c1c([N+](=O)[O-])c(=O)sc2ccccc12	1	0.95	-5	-1	-2	-4	0.0	5	-2
70	COc1cc(C(=O)NCC2CCCN2S(=O)(=O)c2cccs2)cc(OC)c1OC (stereo unspecified)	1.1	1.1	-7	0	-2	0	0.0	-8	-8
71	Cn1c(Cc2cccs2)nnc1SCC(=O)Nc1ccccc1F	0.98	0.96	-5	2	2	1	-2.6	4	2
72	COc1ccc(S(=O)(=O)N2CCCCC2)cc1NC(=O)Cc1cccs1	0.99	1	-9	3	2	-1	0.3	-1	1

# Numbers 71 to 72, quoted:
no.	SMILES	hIAP act	mIAP activ	APOBEC3G inh	beta cell repl	NR3A LBD binder	A3A deaminase	MPTP block	mIAP inh	hIAP block
71	Cn1c(Cc2cccs2)nnc1SCC(=O)Nc1ccccc1F	0.98	0.96	-5	2	2	1	-2.6	4	2
72	COc1ccc(S(=O)(=O)N2CCCCC2)cc1NC(=O)Cc1cccs1	0.99	1	-9	3	2	-1	0.3	-1	1
